PvdQ inh: P. aeruginosa PvdQ acylase inhibition. purified PvdQ acylase, fluorescence plate reader. inhibition, % at 10 µM. 0.063% of 340,000 active. AID 488965; in the data active = inhibition above about 30%, passing the limit was not always enough; inconclusive = no clear call, values can overlap the other calls;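 note: 0% = vehicle neutral wells and 100% = reference inhibitor wells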
MITF TRPM1 HTS: increases MITF-driven TRPM1 promoter luciferase signal; SK-MEL-5 TRPM1-promoter luciferase, 24 h; % of positive control, neutral wells = 0; AID 588334; 0.75% of 300,000 active; activation, % at 12.5 µM;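 active = mean activation of at least 80% with every replicate also reaching 80%; inconclusive = mean reaches 80% but some replicate falls short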;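 note: 0% = neutral control wells and 100% = parthenolide positive control wells; values of inactives mirror those of a sister screen read the other way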
V-ATPase pHluor: yeast V-ATPase proton transport regulation by pHLuorin; AID 504577; response, % at 10 µM; 0.37% of 350,000 active; S. cerevisiae, pHLuorin cytosolic pH fluorescence; in the data active = response mostly above about 7.3%, no sharp cut-off; inactive = mostly below about 5.4%; note: actives read high; inactives centre near 0; some compounds called inactive have numbers as strong as hits; reference of the scale not given here
SR-BI HDL uptake: inhibitors of mouse SR-BI mediated HDL lipid uptake | 0.96% of 320,000 active | inhibition, % at 12.5 µM | Q61009 | ldlA[mSR-BI] CHO cells, DiI-HDL uptake fluorescence, 3 h;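 active = mean replicate inhibition of at least 70% and a set share of replicates each scoring 70 or more; inconclusive = meets just one of the two criteria; inactive = fails both criteria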;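 note: 0% = median of neutral control wells and 100% = median of positive control wells; values of inactives mirror those of a sister screen read the other way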
Target sequence (Q61009 whole entry, looked up): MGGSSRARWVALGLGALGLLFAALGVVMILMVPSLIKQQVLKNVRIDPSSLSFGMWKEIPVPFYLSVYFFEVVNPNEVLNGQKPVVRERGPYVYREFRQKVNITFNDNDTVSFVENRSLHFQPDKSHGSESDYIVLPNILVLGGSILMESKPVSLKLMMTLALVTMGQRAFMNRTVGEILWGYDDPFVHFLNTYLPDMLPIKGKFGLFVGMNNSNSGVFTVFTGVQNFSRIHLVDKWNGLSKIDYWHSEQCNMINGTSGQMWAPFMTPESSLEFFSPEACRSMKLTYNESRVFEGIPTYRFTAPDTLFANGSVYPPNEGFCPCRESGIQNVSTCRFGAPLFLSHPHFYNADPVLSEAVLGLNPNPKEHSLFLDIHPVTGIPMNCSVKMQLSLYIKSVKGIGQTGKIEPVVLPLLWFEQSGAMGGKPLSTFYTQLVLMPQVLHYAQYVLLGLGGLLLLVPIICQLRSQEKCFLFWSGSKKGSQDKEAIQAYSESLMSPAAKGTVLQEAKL
dFosB act: mouse delta FosB homodimer activation; P13346; purified delta FosB, TAMRA-CDK5 oligo fluorescence polarization; percent of positive-control signal above neutral wells; activation, % at 25 µM; 0.99% of 340,000 active;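 active = mean activation above about 17%, with every replicate also reaching it, limit read from the data, passing the limit was not always enough; inconclusive = only one of the two conditions met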;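 note: fluorescence polarization rise as delta FosB binds a TAMRA Cdk5 AP-1 oligo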
Target sequence (P13346 whole entry, looked up): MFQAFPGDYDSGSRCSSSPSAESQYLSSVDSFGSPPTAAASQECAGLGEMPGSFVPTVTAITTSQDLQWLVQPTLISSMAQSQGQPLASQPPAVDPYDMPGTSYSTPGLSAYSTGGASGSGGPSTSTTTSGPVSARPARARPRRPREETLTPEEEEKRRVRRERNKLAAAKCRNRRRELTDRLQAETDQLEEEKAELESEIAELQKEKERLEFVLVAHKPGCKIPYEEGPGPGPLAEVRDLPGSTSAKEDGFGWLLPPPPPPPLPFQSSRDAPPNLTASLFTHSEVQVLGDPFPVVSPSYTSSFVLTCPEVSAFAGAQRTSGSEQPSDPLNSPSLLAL
HTR5A inv ctr: inverse agonist of human HTR5A in OPRM1-OPRD1 counter-screen | HTR5A cell line, luminescence, inverse agonism | inhibition, % at 9.3 µM | 0.083% of 340,000 active; in the data active = inhibition mostly above about 23%, no sharp cut-off; inactive = mostly below about 18%;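 note: 0% = cells with DMSO and 100% = no-cell wells with DMSO; some compounds called inactive have numbers as strong as hits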
Wnt bcat act: activates Wnt/beta-catenin signaling in a reporter cell assay; activator, plate reader; activation, % at 9.35 µM; 1.2% of 300,000 active; AID 743398; in the data active = activation above about 30%, passing the limit was not always enough; inconclusive = no clear call, values can overlap the other calls;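 note: 0% = neutral control wells and 100% = positive control wells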
NSD2 HMT inh: blocks human histone methyltransferase NSD2. O96028. NSD2 peptide methylation, AlphaScreen, 120 min. inhibition, % at 12.5 µM. 0.54% of 310,000 active. AID 743445; in the data active = inhibition above about 50%
CDK5 inh: blocks human CDK5/p35 kinase activity | 0.01% of 330,000 active | AID 488839 | inhibition, % at 10 µM | Recombinant CDK5/p35, ADP-Glo luminescence, 60 min | Q00535+Q15078;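 active = highest replicate inhibition of at least 50% and at least 75% of replicates reaching 50%; inconclusive = only one of the two criteria met; inactive = both criteria failed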;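 note: plate controls were DMSO neutral control for no effect and GW8510 at 10 µM for full effect; many of its hits are not listed in these tables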
HTR5A ag ctr: HTR5A agonism, opioid heterodimer counter-screen. 0.61% of 340,000 active. AID 504692. HTR5A agonist assay, luminescence, cell-based. activation, % at 9.3 µM; in the data active = activation mostly above about 9.5%, no sharp cut-off; inactive = mostly below about 7.6%;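 note: 0% = cells with vehicle only and 100% = reference agonist; strong numbers were not always called active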
An asterisk follows results filed as active; u = inconclusive; x = not tested or not shown; & = joins results of further samples.

SMILES	PvdQ inh	MITF TRPM1 HTS	V-ATPase pHluor	SR-BI HDL uptake	dFosB act	HTR5A inv ctr	Wnt bcat act	NSD2 HMT inh	CDK5 inh	HTR5A ag ctr
COc1ccc(S(=O)(=O)N2CCCC(C(=O)N3CCN(C)CC3)C2)cc1C (centres undefined)	-12	10	2	3	1	-12	x	2	0.0	5
Cc1nc2ccccn2c1CN(C)C(=O)C1CCC(=O)N(Cc2cccc(F)c2)C1 (centres undefined)	-8	6	-2	-16	-2	0	1	3	-0.9	0
CCN(CC)C(=O)C1CCN(Cc2cccc(OCc3ccccc3)c2)CC1	-4	x	1	3	-11	7	1	35	-0.1	-1
O=C(CCSc1ccc(F)cc1)NNC(=O)c1ccccc1Cl	-5	5	-2	-4	-9	23	-2	-8	1.1	-2
O=S(=O)(c1ccc(-c2csc(Nc3ccc(F)cc3)n2)cc1)N1CCCC1	-4	-58	0	54	-1	-10	-3	-2	-1.2	9
Cc1cccc(OCC(=O)Nc2ccc3c(c2)nc(CCN2CCC(C)CC2)n3C)c1	-14	3	4	9	-3	21	-2	3	-0.3	5
COc1ccc(S(=O)(=O)Nc2c(C)n(C)n(-c3ccccc3)c2=O)cc1	18	6	2	-18	1	4	x	x	2.4	1
Cc1ccnc2nc(C(=O)Nc3nc(-c4ccccn4)cs3)nn12	-9	7	4	2	-16	-2	0	-6	-0.9	1
Cc1ccccc1NC(=O)CCCCCN1C(=O)[C@@H]2Cc3ccccc3CN2C1=O	-13	-4	0	-2	-4	0	-2	0	-0.3	0
O=C(O)c1cc2ccccc2c2cc(Br)ccc12	-10	6	3	-19	-7	-11	2	-1	-0.6	3
O=C(Nc1nc2ccccc2s1)C1CCN(C(=O)c2ccco2)CC1	-1	x	-1	x	-3	-1	1	-1	0.1	0
O=C(COC(=O)C1CCN(S(=O)(=O)c2ccccc2)CC1)NCCc1ccccc1	11	-8	-2	-30	5	-1	-1	-1	0.4	0
Cc1ccc(S(=O)(=O)c2ccc(Cl)cc2)cc1S(=O)(=O)N(C)CC(=O)O	7	2	3	-32	-3	-11	-2	x	-3.0	9
C=CCNC(=S)N/N=C/c1ccc(-c2cc(Cl)ccc2Cl)o1	1	1	-28	16	-9	17	x	0	1.9	-11
COc1cccc(NC(=S)N2CCC(N(C)CC3CCCO3)CC2)c1 (centres undefined)	-14	1	0	-34	-5	11	0	3	-0.9	1
Cc1cnnc2c1-c1nonc1CC2	13	-1	1	-20	2	17	x	-1	0.3	-8
Cc1ccccc1NC(=O)CN1CCc2ccccc2C1	-18	1	1	x	-11	11	0	-5	-0.7	-3
CCCCN(C(=O)c1cc2c(s1)CCC2)c1c(N)n(CCCC)c(=O)[nH]c1=O	-3	-1	-4	-10	0	10	2	2	2.1	-4
Cn1nc(C(=O)Nc2ccc(Cl)cc2)cc1C(=O)Nc1ccc(Cl)cc1	-10	-13	0	x	8	-6	-3	-3	-0.6	2
COC(=O)C1=C(C)N(CCCCCC(=O)O)C(=O)NC1c1ccccc1 (centres undefined)	2	-9	4	14	2	-48	1	x	1.5	18
CCC1CN(C(=O)NCc2ccccc2)c2cc(Cl)ccc2O1 (centres undefined)	-12	14	-1	31	-3	-4	14	-5	-1.8	1
O=C(Nc1ccc2ncccc2c1)Nc1ccc2ncccc2c1	0	28	-1	26	-4	19	12	4	0.0	-5
COc1cc2c(cc1OC)C(C)N(C(=O)c1cc(C)on1)CC2 (centres undefined)	-12	-29	1	-8	4	-16	-4	-2	-3.5	6
CCOCCCNC(=O)c1ccc(NC(C)=O)cc1	8	3	1	-16	-9	16	x	-7	0.4	1
C[C@H](NC(=O)c1cc2cc(Cl)ccc2n1C)C(=O)N[C@@H](C(=O)O)c1ccccc1	-11	-3	3	5	2	-12	-1	1	1.3	3
CCN1CCN(Cc2ccc(NC(=O)c3ccc(C)c(NC(=O)c4ccno4)c3)cc2C(F)(F)F)CC1	9	4	-2&1	32	-17	-37	-2&-10	x	0.1	13
O=C(C1CCN(c2nc3nonc3nc2N2CCCCC2)CC1)N1CCOCC1	-2	-8	5	16	-10	0	-1	x	-1.6	0
CCn1c(SCC(=O)N/N=C/C=C/c2ccco2)nnc1-c1ccc(OC)cc1	1	11	3	4	4	-15	x	4	1.5	1
O=C(CCc1ccccc1)NCc1ccccc1	-6	-18	1	35	1	-12	-2	0	0.6	-5
CC1CC(C)CN(C(=O)c2cc3c(=O)n4ccccc4nc3s2)C1 (centres undefined)	-18	8	1	19	-14	-3	1	-6	2.5	-4
CN(CC(=O)Nc1ccccc1Cl)C(=O)CSc1nncn1C	-6	-3	-4	0	3	-15	-4	-1	-0.6	6
N#CCCN1CCn2c1nc1ccccc12	-6	-4	-73	-16	-5	x	-2	-1	0.0	x
O=S(=O)(c1ccc(F)cc1)N1CCN(S(=O)(=O)c2cccs2)CC1	-8	-14	-4	6	-8	24	3	4	-0.9	0
COc1ccc(S(=O)(=O)N2CCN(C(=O)[C@@H]3CCCN3C(=O)c3cccs3)CC2)cc1	2	3	-5	-4	-9	-14	2	-3	0.7	2
CCOC(=O)c1c(C)[nH]c(C)c1S(=O)(=O)N(C)CC(=O)Nc1cc(C)ccc1OC	-3	5	3	12	10	9	-2	1	-1.6	0
CCOC(=O)N1CCN(C(=O)C2CCC(=O)N(CCc3ccccc3)C2)CC1 (centres undefined)	-11	4	-1	-12	5	-5	8	-2	-1.0	0
CCOCCCNC(=O)CN1C(=O)c2ccccc2Sc2ncccc21	-13	-13	-1	-9	-1	4	1	-2	0.3	-1
O=S(=O)(NCCN1CCOCC1)c1ccc(Oc2ccccc2Cl)cc1	-3	6	1	-11	-5	-19	-5	6	-0.1	7
O=C(c1ccco1)N1CCN(S(=O)(=O)c2ccccc2)CC1	-15	1	0	-9	6	-13	0	x	0.9	5
Cc1cccc(S(=O)(=O)c2c(C)cc(C)[nH]c2=O)c1	-2	-17	-1	-37	-3	-1	1	3	-0.6	0
CCCCn1c(N)c(N(C)C(=O)c2c(C)nn(-c3ccccc3)c2C)c(=O)[nH]c1=O	1	-6	2	-2	4	-5	-4	-4	0.9	-2
C=CCN(C(C(=O)OC)C(C)C)S(=O)(=O)CCNCc1ccccc1 (centres undefined)	-5	4	3	-24	-1	2	-5	x	-1.0	-2
CN(C)CCN(C(=O)C1=COCCO1)c1nc2ccc(Cl)cc2s1	u	30	5	0	-10	-3	25	0	0.5	2
Cc1ccc(S(=O)(=O)N2[C@@H](c3ccc(Br)cc3)C(C(=O)O)=CC[C@H]2c2ccc(Cl)cc2)cc1	-10	14	-1	-17	-15	-2	-4	x	-2.8	1
COc1ccc(-c2cc(C(=O)c3c(N)n(C)c(=O)n(C)c3=O)c3ccccc3n2)cc1OC	4	32	4	0	-4	2	9	-4	2.4	-1
O=C(Nc1cc(Cl)ccc1O)C1CC(c2c(F)cccc2Cl)=NO1 (centres undefined)	-14	x	-1	14	-12	-22	0	44	0.9	6
CCCCn1c(-c2ccco2)n[nH]c1=S	19	-5	-1	9	-1	-5	-6	4	1.2	6
COc1ccc(S(=O)(=O)N2CCOC2CNC(=O)C(=O)NCc2ccncc2)cc1 (centres undefined)	-11	4	-4	-21	2	11	9	2	0.5	-2
Cc1cccc(NS(=O)(=O)c2cccc(C(=O)N3CCC3)c2)c1	-10	-9	-2	-8	3	28	0	1	0.3	1
COc1nc(Nc2cccc(C)c2)nc(N2CCCCC2)n1	-5	x	-1	-5	-5	2	x	-2	-1.3	5
COC(=O)c1cnn2c1C(=O)N(Cc1cccs1)CC2	-15	-6	5	-16	-4	-2	-1	-1	1.1	1
COc1cccc2sc(N)nc12	7	7	5	16	1	-4	8	x	-1.2	1
C=CCSc1nnc(-c2ccccc2N=Cc2c(C)[nH]n(-c3ccccc3)c2=O)c(=O)[nH]1	7	-5	1	-38	0	4	0	2	-2.1	5
CC(C)(C)OC(=O)C[C@H]1C/C=C\C[C@H](CC(=O)NCCO)C(=O)N2CCC[C@@H]2COC1=O	-11	1	-2	10	1	-3	-1	x	0.7	-2
O=C(COc1ccc2cc(Br)ccc2c1)N1CCOCC1	-17	x	1	10	-6	8	28	0	-0.9	5
O=C(Nc1cc2c(oc1=O)CCCC2=O)c1ccc(Cl)cc1	3	33	-2	1	-9	6	0	29	-0.4	-2
COc1ccc(CCNC(=S)Nc2ccccc2)cc1	-7	-1	-2	39	-7	3	6	-1	1.2	-1
CCCCOc1ccc(C(=O)NCC(=O)NCc2ccccn2)cc1	10	4	-1	0	-6	-17	-2	1	0.3	6
Oc1ccc(O)c(Cc2nc3ccccc3s2)c1	3	20	0	-16	0	1	0	-6	-0.4	0
CC1=CSC2=NC(=O)/C(=C\c3cccn3-c3ccc([N+](=O)[O-])cc3)C(=N)N12	-5	14	2	29	0	-19	-3	1	0.4	5

Reprinted at random: 2 compounds from above.
SMILES	PvdQ inh	MITF TRPM1 HTS	V-ATPase pHluor	SR-BI HDL uptake	dFosB act	HTR5A inv ctr	Wnt bcat act	NSD2 HMT inh	CDK5 inh	HTR5A ag ctr
COc1cccc2sc(N)nc12	7	7	5	16	1	-4	8	x	-1.2	1
CCCCn1c(N)c(N(C)C(=O)c2c(C)nn(-c3ccccc3)c2C)c(=O)[nH]c1=O	1	-6	2	-2	4	-5	-4	-4	0.9	-2

The listing continues.
SMILES	PvdQ inh	MITF TRPM1 HTS	V-ATPase pHluor	SR-BI HDL uptake	dFosB act	HTR5A inv ctr	Wnt bcat act	NSD2 HMT inh	CDK5 inh	HTR5A ag ctr
CCc1ccc(Nc2cc(=O)n(C3CCCCC3)c(=O)[nH]2)cc1	-2	59	0	19	-5	16	x	-2	-1.9	5
CCC1(CC)NC(=O)N(CC(=O)OCn2nnc3ccccc3c2=O)C1=O	2	x	-4	-16	6	-21	2	-4	-0.2	-1
CCOc1ccc(Oc2c(/C=N/NC(=O)COc3ccccc3OC)c(C)nn2-c2ccccc2)cc1	3	-6	0	39	-8	15	-4	0	1.8	0
CCc1nnc(NC(=O)c2ccc(S(=O)(=O)N(CC)Cc3ccccc3)cc2)o1	-12	-10	-3	-12	-10	-6	x	5	-2.1	2
COc1ccc(NC(=O)N(C)C[C@H]2Oc3ccc(NC(=O)Nc4ccc(C(F)(F)F)cc4)cc3C(=O)N([C@H](C)CO)C[C@@H]2C)cc1	-11	-7	1	-27	-11	-16	-3	x	-1.9	4
COc1ccccc1-c1ccc(SCC(=O)NC2CCCC2)nn1	3	12	1	-4	-6	2	-2	1	0.8	-1
CC(C)C(NC(=O)c1ccc(F)cc1)C(=O)N1CCN(C(=O)c2ccco2)CC1 (centres undefined)	-10	-6	2	-10	-3	7	-1	-2	-0.6	-3
CCOc1ccccc1Nc1nc2ccccc2n2cnnc12	6	6	0	2	5	1	-2	x	4.5	0
CC(=O)Nc1cccc(-c2nc3ccc(NC(C)=O)cc3s2)c1	1	90*	0	39	-41	8	u	1	-1.5	-3
CCCN(CCC)S(=O)(=O)c1ccc(Cl)c(OC)c1	-11	5	0	18	-2	-6	0	1	0.3	2
CCOc1ccc(OCCOCCn2ccnc2)cc1	5	-5	2	-35	-1	-17	-20	3	-1.5	3
CCCCC(=O)NC(=S)Nc1cccc(NC(=O)CC)c1	-2	-12	4	-119	-11	-10	1	6	1.5	4
Cc1ccc(/C=C2/C(=O)ON=C2c2ccccc2)o1	-19	x	1	-7	-6	-2	3	10	7.5	3

Screening results as filed in PubChem BioAssay.
